# HSF1 inh: HSF1 inhibition; NIH3T3-HGL HSE-luciferase, MG132-induced, luminescence 8 h; stronger effect = lower value; activity change, negative = inhibition, % at 7.5 µM (by protocol); hit rate 0.77% among 300,000;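 active = more than half of replicate wells show activity change below -50%, luminescence cut by over half; inconclusive = some wells, but at most half, below -50%; inactive = no replicate well below -50%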;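 note: luciferase reports HSF-1 transcriptional activity via heat shock element; 0% = median of DMSO wells and -100% = zero luminescence signal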
# IEC-6 tox: IEC-6 cytotoxicity, counter-screen for KLF5 inhibitors | luminescence viability | inhibition, % at 5 µM | hit rate 0.78% among 290,000 | AID 1825; in the data active = inhibition above about 22%;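 note: 0% = plate median of test compound wells and 100% = cytotoxic reference compound wells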
# aSyn 5UTR inh: MLPCN primary screen, SNCA 5' untranslated region; hit rate 0.82% among 300,000; alpha-synuclein 5'UTR reporter, inhibitor activity; inhibition, % (tested at 7.5 µM); in the data active = inhibition above about 60%; inconclusive = no clear call, values can overlap the other calls;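 note: H4 neuroglioblastoma cells stably carrying SNCA 5'UTR luciferase fusion; 0% = DMSO wells and 100% = positive control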
# AI-2 QS mod: modulators of Vibrio harveyi AI-2 quorum sensing system. Vibrio harveyi JMH597 AI-2 luminescence/OD600 ratio, 9 h; stronger effect = lower value; strain lacks LuxN and CqsS sensors; 0 = neutral-control median. hit rate 0.4% among 300,000. activity change, % at 7.5 µM. AID 2094; in the data active = activity change below about -75%, passing the limit was not always enough; inconclusive = no clear call, values can overlap the other calls;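 note: luminescence divided by OD600 gain over 9 h not by final OD600 alone; inactives centre near 13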
# Platelet DG rel: modulates dense granule release in human platelets; inhibition, %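 (compounds screened at 7.5 µM in platelet-rich plasma)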; hit rate 0.22% among 300,000; human platelet-rich plasma, SFLLRN dense granule ATP release, luminescence;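 active = mean replicate score, as percent of positive control, at or above 50; inconclusive = mean below 50 but at least one replicate at or above 50; inactive = mean and every replicate below 50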
# HIF activator: HIF pathway transcriptional activation; U2OS HRE-luciferase reporter, luminescence; normalized: DMSO 0%, desferrioxamine 100%; activation, % at 7.5 µM (by protocol); hit rate 0.32% among 300,000; AID 1910;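 active = mean activation of at least 10% of the iron chelator positive control signal, with at least half of replicates also reaching 10%; inconclusive = mean and replicate majority disagree about reaching 10%; inactive = mean and most replicates under 10%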
# HSP90 refold inh: blocks HSP90-mediated luciferase refolding in reticulocyte lysate. hit rate 0.91% among 290,000. Rabbit reticulocyte lysate, luciferase refolding luminescence, 3 h. inhibition, % at 5.6 µM;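 active = inhibition above the screen-wide mean plus 3 SD, computed separately per campaign, cut at about 16% in these data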;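 note: 0% = DMSO wells and 100% = 60 µM geldanamycin wells; inhibitors lower the luminescence because luciferase stays unfolded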
# HDAC3 inh: inhibitors of human histone deacetylase 3; recombinant HDAC3, fluorogenic peptide/trypsin coupled, fluorescence; inhibition, % at 8.3 µM; hit rate 0.15% among 320,000; AID 2718; in the data active = inhibition above about 26%, passing the limit was not always enough; inconclusive = no clear call, values can overlap the other calls
# Target sequence (O15379 whole entry, looked up): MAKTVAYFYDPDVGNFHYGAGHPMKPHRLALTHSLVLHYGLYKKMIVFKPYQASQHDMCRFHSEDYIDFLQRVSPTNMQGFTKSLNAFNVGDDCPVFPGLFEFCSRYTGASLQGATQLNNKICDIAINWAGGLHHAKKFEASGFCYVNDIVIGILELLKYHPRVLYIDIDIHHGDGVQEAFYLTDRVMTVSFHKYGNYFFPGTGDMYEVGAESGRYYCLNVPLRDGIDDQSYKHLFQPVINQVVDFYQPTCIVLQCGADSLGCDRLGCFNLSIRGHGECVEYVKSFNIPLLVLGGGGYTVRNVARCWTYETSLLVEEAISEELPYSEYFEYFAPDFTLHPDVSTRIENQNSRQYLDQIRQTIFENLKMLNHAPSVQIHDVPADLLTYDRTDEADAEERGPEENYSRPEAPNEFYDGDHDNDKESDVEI
# KLF5 inh: inhibitors of KLF5 expression; DLD-1 KLF5 promoter-luciferase reporter, luminescence; inhibition, % at 5 µM; hit rate 0.23% among 290,000;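 active = inhibition above a per-plate limit of that plate's mean compound inhibition plus 3 SD, cut at about 60% in these data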;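 note: 0% = DMSO wells and 100% = LY294002 at 200 µM; higher means less KLF5 promoter-driven luciferase light; inactives centre near -14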
# HSF-1 act: increases HSF-1 driven luciferase reporter signal; NIH3T3-HGL HSF-1 luciferase reporter, MG132, 8 h; 100% = twice DMSO control signal; activation, % at 9 µM; hit rate 1.7% among 300,000;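 active = mean replicate activation of at least 50% with a set share of replicates each reaching 50%; inconclusive = only one of those two conditions met; inactive = mean below 50% and too few replicates reaching it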;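 note: 0% = median of the neutral control wells and 100% = twice that signal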
# An asterisk follows results filed as active; ? = inconclusive; · = not tested or not shown.
SMILES,HSF1 inh,IEC-6 tox,aSyn 5UTR inh,AI-2 QS mod,Platelet DG rel,HIF activator,HSP90 refold inh,HDAC3 inh,KLF5 inh,HSF-1 act
NS(=O)(=O)c1ccc(CCNC(=O)CNC(=O)c2ccccc2F)cc1,-5,4,22,14,-1,-0.4,-4,1,-14,24
COc1cccc(NC(=O)N(C2CCCCC2)C(C)c2cccs2)c1 (stereo unspecified),-3,-3,32,5,7,0.5,0,6,-6,-12
CCOC(=O)N1CCN(C(=O)c2cc(-c3ccncc3)nc3ccccc23)CC1,-13,·,-6,11,0,2.8,·,4,·,2
Cn1c(=O)c(C(=O)NCCc2ccc(Cl)cc2)c(O)c2ccccc21,-19,2,-27,-9,1,2.3,5,6,3,-37
N#Cc1ccc(-c2cn3c(n2)SCC3)cc1,6,2,-144,28,0,1.7,-3,-83,-67,8
COc1cc(C(=O)Nc2ccc(Br)cc2C(=O)c2cc(OC)c(OC)c(OC)c2)cc(OC)c1OC,-1,4,3,-5,2,0.0,-2,3,-38,-4
O=C(O)c1ccc2c(=O)[nH]c(CN3CCOCC3)nc2c1,-2,0,-10,16,10,-0.3,1,-1,-17,-4
Cc1ccc(-n2nc(C)c3c(C)c(CCC(=O)O)c(C)nc32)cc1,-6,-4,12,27,2,-0.1,0,-13,-27,10
CC(C)CCN(CC(=O)NC1CCCC1)C(=O)C(=O)Nc1ccc2c(c1)OCCO2,7,-3,-4,28,9,0.1,0,-7,-12,-7
O=C(C1CCC(CNc2c(N3CCCCC3)c(=O)c2=O)CC1)N1CCCC1 (stereo unspecified),0,0,-7,-6,5,0.2,0,8,-29,-9
FC(F)(F)c1nnc2ccc(-n3ccnc3)nn12,1,3,19,5,-8,0.0,0,-1,-48,1
O=C(COC(=O)c1ccc2ncsc2c1)NC(=O)c1ccccc1,-3,0,0,10,-4,-0.1,2,0,-16,4
CCN(CC)CCNC(=O)c1cc(Sc2nnc(C)s2)nc2ccccc12,-5,-1,-43,17,5,0.5,-2,2,-12,-2
CN(C(=O)c1ccc(Cl)cc1)C1=CCCCC1CCC#N (stereo unspecified),-2,1,-18,19,8,0.0,-1,-10,-28,0
O=C(NCc1ccccn1)c1cnc2sccn2c1=O,-8,4,11,·,-1,-0.2,4,0,-13,-19
Cc1cc(=O)oc2c(C)c(OCC(=O)Nc3cccnc3)ccc12,-4,-2,-14,35,2,2.9,1,-4,-10,3
Cc1nn(Cc2noc(C(=O)NCCCn3ccnc3)n2)c(C)c1Br,5,-1,-1,·,-2,-0.3,2,0,-13,11
O=S(=O)(c1ccccc1)N1CCc2ccccc21,-5,·,15,-7,2,-0.1,·,5,·,33
COC(=O)C(=O)C/C(=N/Nc1ncnc2ccccc12)c1ccc(Cl)cc1,-8,-1,4,17,9,0.4,-3,0,-7,-24
CCc1ccc(CCC(=O)Nc2sc(C)c(C)c2C(=O)OC)o1,3,6,4,27,0,-0.2,-1,1,-21,11
Cc1ccc(S(=O)(=O)N2CCCN(S(=O)(=O)c3ccc(C)c(C)c3)CC2)cc1C,4,1,7,7,3,0.0,2,6,-31,9
CC(C)Sc1nnc([C@H](Cc2ccccc2)NC(=O)OC(C)(C)C)o1,4,4,7,8,1,-0.8,2,9,12,13
COc1ccc(C=C(c2ccc(OC)cc2)c2ccc(OC)cc2)cc1,-13,-6,-25,-7,-4,-0.5,-5,-3,-42,-3
Cc1noc(C)c1CSCC(=O)Nc1nnc(CC(C)C)s1,0,2,7,16,17,-0.4,-4,4,-31,0
Cc1ccccc1OCC(=O)O/N=C(\N)Cc1cccs1,2,0,-63,5,1,1.3,-2,-10,-41,36
CC(=O)Nc1cccc(NC(=S)Nc2ccc(F)cc2F)c1,6,0,-39,6,-1,0.6,2,-5,-40,22
N#Cc1c(Cl)nc(-c2cccnc2)nc1-c1ccccc1,-5,-2,32,48,4,-0.4,3,4,-6,10
Cc1cccc(C(=O)NCCNC(=O)c2ccccn2)c1,0,-3,3,18,-13,1.4,0,-5,-14,26
CCOC(=O)c1c(C)n(C)c2ccc(OC)c(NC(=O)CN3CCC(C(=O)OCC)CC3)c12,-1,5,19,26,-5,-0.3,-5,-2,9,1
COc1ccc(NC(=O)CSc2nnc(CC(=O)Nc3ccc(F)cc3)n2C)cc1,0,-2,14,19,-3,-3.0,-1,-6,-13,10
Cc1cc(Nc2cccc([N+](=O)[O-])c2)c2ccccc2n1,-1,7,-1,3,-4,-0.3,0,-4,-25,-10
CS/C(=N/S(=O)(=O)c1ccc(C)cc1)c1ccccc1,-5,-6,-4,23,-2,-0.2,4,4,-1,-26
Nn1c(COc2cccc(Br)c2)nnc1SCC(=O)N1CCc2ccccc2C1,-6,-2,9,44,-1,-1.0,0,2,7,-1
O=C(c1ccc2ccccc2c1)c1c[nH]cc1-c1ccccc1,5,2,0,5,3,1.2,1,-3,-15,-5
Cc1cc(C)cc(OCC(=O)NNC(=S)NC(=O)C2CC2)c1,-1,17,-1,29,-3,-0.6,1,-5,1,-4
CN(Cc1ccccc1)C(=O)COC(=O)C1CCN(S(=O)(=O)c2ccc(Cl)c(C(F)(F)F)c2)CC1,9,·,0,17,1,0.1,·,2,·,7
COc1ccc(N(Cc2cc3ccccc3[nH]c2=O)S(=O)(=O)c2ccc(C)cc2)cc1,3,-2,1,3,7,0.2,1,3,-57,9
COCCCNC(=O)C1=CCN(S(=O)(=O)c2ccc(C)cc2)CC1,4,-1,6,38,2,-0.3,-7,?,-5,-2
CC1CCC(NC(=O)Cn2ncc3ccccc32)CC1 (stereo unspecified),11,4,-113,33,-1,·,-3,-2,-60,20
O=C(NCc1ccccc1Cl)C1CCN(S(=O)(=O)N2CCCCCC2)CC1,5,4,-4,4,-8,-0.3,2,3,-13,16
O=C(NN1CCN(Cc2ccccc2)CC1)c1ccc(N2CCOCC2)c([N+](=O)[O-])c1,-3,4,17,10,7,-0.6,1,-4,-39,-12
O=C(NC1=NCCS1)c1cc(-c2cccc(Br)c2)nc2ccccc12,0,3,-6,9,2,1.5,3,11,4,6
CN(CCOc1ccccc1)C(=O)C1CCC(=O)N(CCc2ccc(Cl)cc2)C1 (stereo unspecified),23,5,-44,3,-7,3.5,-2,2,-70,59*
C/C=C\C=C/C(=O)Nc1cccc(C2=NOC3(C2)C[C@H](C(N)=O)N(C(=O)c2ccc(OC)cc2)C3)c1 (stereo partly specified),-6,·,5,5,0,-2.0,·,-3,·,3
C=CCNS(=O)(=O)c1cc(S(=O)(=O)NCC=C)c(OC)cc1OC,-1,-9,17,20,3,-0.1,-1,7,-6,-7
COCCNC(=O)CN(c1ccc(F)cc1)S(=O)(=O)c1ccc2c(c1)OCCO2,-9,4,-3,-7,-2,-0.2,0,1,-13,-27
O=C(O)CCCCCCCCc1cn(Cc2ccc(C(=O)c3ccccc3)cc2)nn1,-12,72*,-35,29,-1,0.7,-5,0,-27,-15
COc1ccc(S(=O)(=O)N2CCCCC2)cc1C(C)C,·,-2,·,·,·,·,2,8,-20,·
CCOC(=O)CSC(CC)C(=O)Nc1nnc(CC)s1 (stereo unspecified),-3,2,-3,-4,18,0.0,1,·,-36,-19
CC(C)(C)NC(=O)C(c1cccs1)N(Cc1ccco1)C(=O)c1csnn1 (stereo unspecified),9,1,-6,15,-9,0.2,3,-2,-13,9

# With a hit mark in HSF-1 act (from the list above):
Molecule	HSF1 inh	aSyn 5UTR inh	AI-2 QS mod	Platelet DG rel	HSP90 refold inh	HDAC3 inh	KLF5 inh	HSF-1 act
CN(CCOc1ccccc1)C(=O)C1CCC(=O)N(CCc2ccc(Cl)cc2)C1 (stereo unspecified)	23	-44	3	-7	-2	2	-70	59*

# The list continues:
SMILES,HSF1 inh,IEC-6 tox,aSyn 5UTR inh,AI-2 QS mod,Platelet DG rel,HIF activator,HSP90 refold inh,HDAC3 inh,KLF5 inh,HSF-1 act
Cc1onc(-c2ccccc2Cl)c1C(=O)Nc1cccc(S(=O)(=O)NC2=NCCC2)c1,-1,·,-5,33,-4,-0.2,·,-2,·,3
Cc1cc(C)n(CC(=O)c2ccc(Cl)cc2)n1,-6,0,-16,10,15,-0.8,2,-12,6,29
Cc1ccc(/C=C2/Sc3ccccc3N(CC(=O)NCCCOC(C)C)C2=O)cc1,5,2,20,32,2,2.8,-7,-9,10,-6
CSc1nc(SCC(=O)O)c2c3c(sc2n1)COC(C)(C)C3,-4,-1,-13,23,6,0.0,11,1,1,-10
Nc1nnc(-c2cc3ccccc3oc2=O)s1,-3,-4,-116,14,4,2.3,-3,-8,-53,10
COc1ccc(C(=O)c2coc3ccc(OC(C)=O)cc23)cc1,27,-1,-52,-2,11,0.9,11,7,-122,20
CC(C)Sc1oc(-c2ccco2)nc1S(=O)(=O)c1ccccc1,6,3,19,26,3,-0.2,1,7,-24,-3
CC(C)c1ccc(NC2CCCN(C(=O)CCCn3cncn3)C2)cc1 (stereo unspecified),2,2,-1,26,-2,0.1,-3,-1,-14,-5
COc1cc(C(=O)NCCCNc2nc3c(C)cc(C)cc3cc2C#N)cc(OC)c1OC,11,-5,3,3,12,0.3,8,-22,-43,-3
Cc1cc(NC(=O)C2C3C(=O)N(c4cccnc4)C(C(=O)NC(C)(C)C)C34C=CC2(C)O4)no1 (stereo unspecified),7,0,25,5,-2,-0.1,2,-6,19,27
CCN(CC)S(=O)(=O)c1ccc2c(c1)N(CC(=O)NCc1ccco1)C(=O)CO2,-8,-1,9,11,-2,0.1,4,2,-34,-11
CC(=O)c1ccc(NS(=O)(=O)c2ccc(C(C)(C)C)cc2)cc1,-10,2,5,12,0,0.2,3,12,-13,-14
COc1ccccc1N1CCN(C(=O)Cn2nnc(-c3cccs3)n2)CC1,0,1,14,28,-2,·,6,0,-10,5
Cc1ccc(OCCOc2ccc(Cl)cc2Cl)c([N+](=O)[O-])n1,32,-6,-88,23,-7,2.9,-2,-1,-16,49
C=CCN1C(=O)/C(=C\c2cccc(OC(=O)c3ccco3)c2)SC1=S,-3,-7,-1,12,0,0.2,-3,3,-8,22
CSC1=NCCN1C(=O)c1c(F)cccc1F,-13,-8,10,3,6,-1.3,-2,-3,0,-23
O=c1[nH]nc(SCc2cc(Cl)ccc2Cl)c(=O)[nH]1,2,-4,30,25,0,-0.3,0,0,-5,-18
CN(C)Cc1cnc2ccc(Cl)cn12,0,-7,41,5,2,-0.1,0,3,-21,-13
COc1ccc(S(=O)(=O)N2CCC(C(=O)NCc3ccccn3)CC2)cc1Cl,3,0,23,41,-1,-0.2,-3,-3,-27,3
CC(C)OC(=O)Nc1ccc2c(c1)N(C(=O)CCN(C)C)c1ccccc1CC2,-2,-2,-24,16,4,0.2,0,7,-12,-7
Cc1ccc(NC(=O)CN(C)S(=O)(=O)c2cccs2)cc1C,-5,1,-86,2,-2,0.8,6,-3,-72,13
COc1ccccc1-c1nnc(SCC(=O)Nc2ccc(S(N)(=O)=O)cc2)n1N,-6,-4,6,22,15,-0.2,-1,·,8,-6
COc1ccc(S(=O)(=O)N(C)CC(=O)NC2CC2)cc1,-6,0,-13,34,0,-0.5,-4,-5,4,-5
COc1cccc(-c2nc(Cc3ccc(OC)c(OC)c3)no2)c1,6,7,7,-36,-4,-0.1,0,3,-2,-3
CCOc1ncccc1C(=O)OCc1c(Cl)cccc1Cl,-3,8,10,4,10,0.2,0,-3,-3,6
